# High-throughput results: PubChem, The Scripps Research Institute Molecular Screening Center
# UHRF1 MBD2 ctr – blocks human UHRF1 binding to methylated DNA; 370,000 tested, 0.75% active; UHRF1 binding to methylated oligo, TR-FRET; inhibition, % at 4.4 µM; Q96T88; in the data active = inhibition above about 21%;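 note: UHRF1 SRA domain binding a hemimethylated CpG hairpin DNA probe; 0% = median of test compound wells and 100% = reference inhibitor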
# DDE Tn6 FP inh – DD(E)-Tn6 binding inhibition, primary FP screen; P02675; Fibrin DD(E) TRITC-Tn6 fluorescence polarization displacement; inhibition, % at 8.3 µM; 370,000 tested, 0.21% active;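 active = inhibition above a per-campaign cutoff: mean of compounds within control limits plus 3 SD, cut at about 15% in these data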;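 note: 0% = median of all compound wells on the plate and 100% = blocking peptide control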
# MBD2 inh – MBD2-methylated oligo binding inhibition; Q9UBB5; TR-FRET, MBD2 binding to methylated oligonucleotide; inhibition, % at 4.4 µM; 370,000 tested, 0.31% active; in the data active = inhibition above about 13%
# Target sequence (Q9UBB5 whole entry, looked up): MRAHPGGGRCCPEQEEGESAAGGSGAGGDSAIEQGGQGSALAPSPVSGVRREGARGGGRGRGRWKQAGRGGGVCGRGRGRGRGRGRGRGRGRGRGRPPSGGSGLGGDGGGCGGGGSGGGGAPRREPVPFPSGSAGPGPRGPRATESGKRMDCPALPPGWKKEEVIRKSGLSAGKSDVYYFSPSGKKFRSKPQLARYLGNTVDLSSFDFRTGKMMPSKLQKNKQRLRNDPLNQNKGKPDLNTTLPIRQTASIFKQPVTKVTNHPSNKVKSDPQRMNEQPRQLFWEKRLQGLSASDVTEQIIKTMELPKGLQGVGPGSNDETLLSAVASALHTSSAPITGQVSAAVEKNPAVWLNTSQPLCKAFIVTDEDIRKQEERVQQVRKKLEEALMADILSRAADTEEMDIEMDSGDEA
# PLC-gamma1 inh – inhibitors of human phospholipase C gamma1; P19174; purified PLC-gamma1, fluorogenic substrate, fluorescence; inhibition, % at 12.2 µM; 370,000 tested, 0.84% active; in the data active = inhibition above about 9.5%
# ADAM17 inh – inhibitors of human ADAM17; P78536; recombinant ADAM17, EDANS/DABCYL FRET peptide cleavage; inhibition, % at 6.95 µM; 370,000 tested, 0.83% active;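 active = inhibition above the mean of compounds lying between control limits plus 3 SD, set per campaign, cut at about 8.5% in these data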;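 note: 0% = DMSO-only wells as the low control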
# PLCb3 inh – inhibitors of human phospholipase C beta3. Q01970. Purified PLC-beta3, fluorogenic substrate, fluorescence. inhibition, % at 12.2 µM. 370,000 tested, 0.18% active. AID 720704; in the data active = inhibition above about 11%;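 note: 0% = median of compound wells on plate and 100% = full blocker control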
# ASAP1 inh – inhibitors of human ASAP1 ArfGAP activity. Q9ULH1. ASAP1-stimulated ARF1 GTP hydrolysis, GDP FP detection. inhibition, % at 16.5 µM. 360,000 tested, 0.19% active; in the data active = inhibition above about 25%;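 note: 0% = vehicle with enzyme and substrate and 100% = no enzyme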
# Target sequence (Q9ULH1 325-724 limits assumed): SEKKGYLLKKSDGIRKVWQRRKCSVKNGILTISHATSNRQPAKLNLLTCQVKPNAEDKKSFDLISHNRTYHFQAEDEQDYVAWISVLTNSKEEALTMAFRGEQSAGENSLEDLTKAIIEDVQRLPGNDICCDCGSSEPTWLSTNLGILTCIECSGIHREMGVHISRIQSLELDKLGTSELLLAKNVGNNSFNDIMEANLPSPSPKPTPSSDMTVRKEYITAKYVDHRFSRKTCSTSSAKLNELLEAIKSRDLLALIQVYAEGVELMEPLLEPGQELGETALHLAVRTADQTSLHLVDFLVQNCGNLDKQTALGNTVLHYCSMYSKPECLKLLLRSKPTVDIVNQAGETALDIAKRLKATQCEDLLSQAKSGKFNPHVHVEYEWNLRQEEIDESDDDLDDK
# ARFGAP1 inhibitor – rat ARFGAP1 inhibition | inhibition, % at 16.5 µM | Q62848 | Arfgap1-stimulated ARF1 GTP hydrolysis, GDP FP detection | 360,000 tested, 0.26% active;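 active = inhibition above a per-plate limit, mean inhibition of low control wells plus 3 SD, cut at about 25% in these data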;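 note: 0% = DMSO wells with enzyme and 100% = wells lacking Arfgap1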
# Target sequence (Q62848 1-136 limits assumed): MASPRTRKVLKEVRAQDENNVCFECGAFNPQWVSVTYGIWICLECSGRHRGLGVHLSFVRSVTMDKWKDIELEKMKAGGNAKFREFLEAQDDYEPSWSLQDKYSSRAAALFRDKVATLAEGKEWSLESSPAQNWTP
#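 Repeats: one replicate per compound; assay system: rat Arfgap1 catalytic domain, aa 1-136; times: enzyme reaction 120 min at 25 °C after 20 min preincubation; detection: FP of antibody-bound GDP Alexa 633 tracer, ex 620/em 688 nm; benchmarks: high control wells lacking Arfgap1, low control full reaction with DMSO; reagent: human ARF1(Δ1-17)-GTP substrate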
# DDE Tn7 FP inh – DD(E)-Tn7 binding inhibition, primary FP screen | FP displacement of FITC-Tn7 peptide from fibrin DD(E); 0% = median of compound wells per plate | inhibition, % at 8.3 µM | 370,000 tested, 0.13% active | AID 720508;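 active = inhibition above the mean of compounds falling within the control limits plus 3 SD of them, cut at about 14% in these data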;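 note: 0% = plate median of compound wells and 100% = 10 µM Aha-Tn7 peptide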
#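 System: human fibrin DD(E); quantity: Fibrin-DD(E) at 2 µM final; also added: fluorescent Tn7 probe at 0.1 µM; compound dosing: single nominal test concentration of 8.3 µM per compound; schedule: 10 min preincubation, 3 h with tracer, room temperature; detection: fluorescence polarization of the labelled Tn7 tracer; repeats: one replicate per compound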
# KLK7 zymogen act – activates the human kallikrein-7 zymogen; P49862; purified proKLK7, EDANS-DABCYL substrate fluorescence; 100% is mature enzyme control, 0% vehicle; activation, % at 7 µM; 370,000 tested, 0.9% active; AID 652039;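 active = activation above the mean of all tested compounds plus 3 SD, computed per campaign excluding outliers beyond control limits, cut at about 13% in these data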
# Starred values were filed as active, the others as inactive; i = inactive; . = not tested or not shown. Outcome played no part in choosing rows. About 4.1% of those tested had a hit in this group.
# Values run as follows: UHRF1 MBD2 ctr	DDE Tn6 FP inh	MBD2 inh	PLC-gamma1 inh	ADAM17 inh	PLCb3 inh	ASAP1 inh	ARFGAP1 inhibitor	DDE Tn7 FP inh	KLK7 zymogen act
- S=C(NCc1ccco1)Nc1ccc(Oc2ccccc2)cc1
 : 2	2	-2	1	-1	-2	-4	-3	3	0.0
- Cc1ccc(C(=O)C2CCN(CC(=O)NC3CCCC3)CC2)cc1
 : -1	1	1	-1	-4	0	-4	-9	3	0.3
- COc1ccc(C2C(C(=O)c3ccco3)=C(O)C(=O)N2CCOCCO)cc1OC (configuration not stated)
 : -10	3	-3	-2	-2	-7	-8	-8	-2	1.2
- S=c1[nH]nc(C23CC4CC(CC(C4)C2)C3)n1Cc1ccco1
 : -1	1	4	2	-1	5	2	5	-2	-0.5
- CC(=O)c1cccc(Nc2cc(C)nc3c(C)cccc23)c1
 : 4	1	1	1	-2	-11	-2	6	9	0.4
- CCOC(=O)N1CCC(NC(=O)c2ccc3c(c2)N(C)CCS3)CC1
 : -1	3	5	i	i	i	3	0	-11	51*
- COc1ccc(CNC(=O)c2sccc2C)cc1
 : 4	8	1	4	-2	-8	-6	1	2	-0.4
- CC(C)(C)NC(=O)C1CC(=O)OC1(C)C (configuration not stated)
 : 4	-4	0	3	-1	3	0	-9	-10	0.0
- O=C(O)CCNS(=O)(=O)c1ccc(Oc2ccccc2)cc1
 : 0	-3	4	1	-4	2	9	10	-1	-0.3
- Cc1nnc(-c2ccc(Oc3ccc(C)c(C)c3)c([N+](=O)[O-])c2)o1
 : -2	-1	-5	2	3	2	-6	-14	2	-0.5
- CCC(=O)Nc1sc2c(c1C(N)=O)CCC2
 : 2	6	5	-5	-9	-8	11	4	4	-0.6
- Cc1nnc(SCC(=O)N2c3ccccc3CC2C)s1 (configuration not stated)
 : 0	1	-2	3	-1	6	6	-4	0	-0.5
- O=C(Nc1ccc(Cl)c(Cl)c1)N1CCSC1c1ccco1 (configuration not stated)
 : -1	0	2	-1	1	1	5	-5	5	0.1
- COCc1c(C(=O)Nc2ccc(Cl)cc2F)oc2ccccc12
 : 0	4	0	0	0	4	-9	-3	0	0.1
- Cc1ccc(C(=O)Nc2ccc3c(c2)OCCO3)c(Cl)c1
 : 0	0	-5	-1	2	-2	-11	1	3	0.1
- COC(=O)C(O)(CC(=O)Nc1ccccc1OC)C(F)(F)F (configuration not stated)
 : -2	-2	1	-1	-8	3	-6	-6	11	-0.1
- Cc1ccccc1NC(=O)CN1C(=O)CCSc2ccccc21
 : 0	6	-3	-1	1	0	.	.	2	0.3
- CN1C=CC=C/C1=C1\SC(=S)N(CC(=O)O)C1=O
 : -2	-6	0	-8	1	-11	4	12	-4	-0.5
- COCCCNC(=O)C[C@H]1C[C@H](C(=O)N(C(C)C)C(C)C)[C@@]2(C)c3[nH]c4ccc(Cl)cc4c3CCN2C1=O
 : 3	0	6	-1	-5	-4	7	-9	2	-0.1
- C[C@H]1CN([C@@H](C)CO)S(=O)(=O)c2ccc(-c3ccncc3)cc2O[C@H]1CN(C)C(=O)c1cccc(F)c1
 : 2	1	0	2	0	4	7	-3	-8	0.2
- CC(=O)Nc1cccc(-c2cc(NC(C)=O)c3ncc(-c4cccc(C(F)(F)F)c4)n3c2)c1
 : -8	-4	0	-29	-13	-41	9	2	-2	0.2
- O=C(COc1nncc2ccccc12)NCC(F)(F)F
 : 4	0	11	4	-7	-3	-5	10	0	0.2
- COC(=O)C(=C/C=C/c1cccnc1)C(=O)OC
 : 1	1	0	8	3	-3	-3	10	-10	0.1
- CCOC(=O)C1(C)CCN1C(=O)c1ccc(F)c(Cl)c1 (configuration not stated)
 : 3	-1	-2	1	-3	1	-18	-7	4	-0.1
- COc1ccc(-c2nc(S(=O)(=O)c3ccccc3)c(N3CCOCC3)o2)cc1
 : 2	-6	-4	2	1	2	1	0	-3	0.2
- CCC(=O)NCCc1c[nH]c2ccccc12
 : 1	11	-5	4	0	4	10	1	-7	0.5
- COC(=O)c1ccccc1NC(=O)N1CCN(c2ccc(OC)cc2)CC1
 : -4	-3	4	-7	-1	-5	-12	-10	4	0.2
- C=CC[C@@H](CC(=O)N[C@@H](CO)Cc1ccccc1)C(=O)NC[C@@H](OC(=O)[C@@H](CC=C)CC(=O)OC(C)(C)C)c1ccccc1
 : -2	-1	0	1	-2	-1	2	11	0	0.0
- O=C(c1ccc(Oc2ccc(C(F)(F)F)cc2[N+](=O)[O-])cc1)N1CCOCC1
 : 1	-9	0	2	1	1	11	-6	-10	0.3
- CCOCCCNC(=O)CN1C(=O)/C(=C/c2ccccc2)Sc2ccccc21
 : -2	-7	2	-27	3	-28	2	-4	-3	0.5

# Quoted from the listing.
# `C=CC[C@@H](CC(=O)N[C@@H](CO)Cc1ccccc1)C(=O)NC[C@@H](OC(=O)[C@@H](CC=C)CC(=O)OC(C)(C)C)c1ccccc1` in MBD2 inh is entered as 0
# `CC(=O)Nc1cccc(-c2cc(NC(C)=O)c3ncc(-c4cccc(C(F)(F)F)c4)n3c2)c1` in PLCb3 inh is entered as -41

# Next entries follow.
# Values run as follows: UHRF1 MBD2 ctr	DDE Tn6 FP inh	MBD2 inh	PLC-gamma1 inh	ADAM17 inh	PLCb3 inh	ASAP1 inh	ARFGAP1 inhibitor	DDE Tn7 FP inh	KLK7 zymogen act
- CCOc1ccccc1CN1CCN(C2CCSCC2)CC1CCO (configuration not stated)
 : -2	1	-1	0	1	4	-1	-15	0	-0.3
- CCn1c(-c2csc(C(C)C)c2)n[nH]c1=S
 : 3	-3	2	3	2	6	5	-4	1	-1.5
- Cc1cccc(C(=O)n2c(=S)nc3cc(C)ccn32)c1
 : -2	1	-3	0	-1	-8	13	-7	-5	0.3
- O=C1CC(Cc2ccc(Cl)cc2)C(=O)N1c1cc(Cl)ccn1 (configuration not stated)
 : -2	4	-6	-1	-1	-6	1	-2	-7	-0.1
- Cc1nnc(NS(=O)(=O)c2ccc(F)cc2)s1
 : -1	0	-5	2	-3	-4	2	-7	0	-0.3
- Cc1ccc(S(=O)(=O)N2CCC(=O)N(CCOC(=O)Nc3cc(C)cc(C)c3)CC2)cc1
 : 0	4	-7	-2	1	2	-3	-1	2	0.3
- O=C(OCc1ccccc1)N1CCC2CC1c1cc(NCCc3ccccc3)ccc12 (configuration not stated)
 : -2	2	-6	0	1	-2	5	-1	6	0.4
- O=C(Nc1ccc2ncccc2c1)c1cccc(Br)c1
 : 2	-8	4	-2	-2	-6	5	1	1	-0.6
- O=[N+]([O-])c1cccc(-c2csc(N/N=C/c3cccc(O)c3)n2)c1
 : 17	-4	-2	4	7	4	2	11	7	0.2
- CC1CC(C)CN(C(=S)Nc2ccc3nc4n(c(=O)c3c2)CCCCC4)C1 (configuration not stated)
 : 1	0	-2	-22	-39	-23	-2	11	6	0.5
- C/C(=N\Nc1ccc(Cl)c(C(=O)O)c1)c1cccc([N+](=O)[O-])c1
 : -1	-5	-2	4	-1	-7	-3	13	-4	0.4
- CCC1Nc2ncnc(N3CCN(c4ccccn4)CC3)c2N(Cc2ccc(Br)cc2)C1=O (configuration not stated)
 : -4	-1	-2	-5	-1	-8	-10	4	-1	0.1
- COc1ccc(C)cc1S(=O)(=O)n1nc(C)cc1C
 : 0	-2	1	5	2	2	9	-3	-2	0.5
- O=C(Cc1ccc(Cl)cc1Cl)Nc1ccncc1Cl
 : -1	3	1	-2	2	-6	1	5	2	0.5
- Cc1nc2scc(C)n2c(=O)c1S(=O)(=O)N1CCN(c2ccccc2F)CC1
 : -1	1	4	-6	-10	-12	-2	-7	5	0.4
- CCOC(=O)c1c(NC(=O)c2noc(C)c2[N+](=O)[O-])sc(C(C)=O)c1C
 : 2	0	-2	2	3	2	1	-15	-9	-0.3
- CCn1c(COc2ccc(C)cc2)nnc1SCC(=O)NCc1ccco1
 : -1	4	0	1	-3	2	-14	-2	5	-0.4
- Cc1ccc(C(c2nnnn2C2CCCC2)N2CCN(c3nc4ccccc4s3)CC2)cc1 (configuration not stated)
 : 16	3	3	0	-4	2	-1	16	3	-0.1
- Cc1ccccc1/C=N/n1c(-c2cc(-c3ccccc3)n[nH]2)n[nH]c1=S
 : 1	-2	-4	-2	-3	-11	5	8	-1	0.2
- CCOC(=O)c1c(-c2ccc(F)cc2)csc1NC(=O)C1CCCO1 (configuration not stated)
 : 10	-1	-1	0	2	3	7	-1	-10	0.6
- O=C(O)CC(CC(=O)Nc1ccccc1C(=O)O)c1ccccc1 (configuration not stated)
 : -1	-3	-1	-1	-5	-6	11	8	5	0.1
- Fc1ccccc1Nc1nc(-c2ccncc2)nc2ccccc12
 : 0	-2	-6	-13	-6	-14	-3	1	5	-0.2
- CC(C)(C)NC(=O)C(c1ccncc1)N(C(=O)c1csnn1)c1ccccc1 (configuration not stated)
 : 1	5	2	1	-4	-1	-5	14	5	0.5
- CCc1nnc(NC(=O)Cc2ccc(OC)c(S(=O)(=O)N3CCOCC3)c2)s1
 : 2	1	9	-4	-4	0	-5	-1	-6	-0.6
- CCCC1CCc2c(c3ccccc3[nH]c2=O)O1 (configuration not stated)
 : -1	0	-6	0	-6	-3	-3	-6	4	-0.5
- Cc1cccc(NC(=S)N(Cc2cccc(Br)c2)CC2CCC(C(=O)O)CC2)c1 (configuration not stated)
 : 5	-3	-1	11*	3	-1	5	10	2	0.4
- COC1C(CO)OC(n2cnc3c(=S)nc(N)[nH]c32)C1O (configuration not stated)
 : 1	3	4	4	-1	7	4	8	-5	0.6
- CCN(CC(=O)Nc1ccccc1C(F)(F)F)C(=O)c1ccc2[nH]c3c(c2c1)CC(C)CC3 (configuration not stated)
 : 2	-1	4	-23	-2	-27	-1	6	-3	1.3
- COCCn1cnnc1SCC(=O)Nc1sc2c(c1C#N)CCC2
 : -2	-3	1	-6	0	-8	7	-10	-1	0.1
- Cc1cc([N+](=O)[O-])nn1CC(=O)N/N=C/c1ccccc1O
 : 0	7	2	-2	-5	-6	-6	6	1	-0.1
- COc1cc(/C=C/C(=O)OCC(=O)NCC2CCCCC2)ccc1O
 : -2	-7	4	-56	-19	-70	-4	7	-2	0.3
- COc1ccc(CC(=O)O/N=C(\N)Cc2cccc3ccccc23)cc1OC
 : -2	-1	0	0	2	-1	-2	2	5	-0.7
- O=C(COc1ccc(Cl)cc1Cl)OCC(=O)c1ccc[nH]1
 : 0	4	-1	-2	-1	-12	-9	-12	5	1.2
- COc1cccc(CNCCN2CCOCC2)c1OC
 : 3	-5	-2	3	-1	4	0	-12	-9	0.0
- O=C(CSc1ccccn1)N1CCCC(Nc2ccccc2)C1 (configuration not stated)
 : 1	-6	1	0	-1	-2	-6	10	-3	0.3
- CC(C)C[C@H]1COc2c(Cl)cccc2S(=O)(=O)N1
 : 1	1	-3	1	0	3	-5	-4	5	0.7
- C[C@H](O)Cc1cn(-c2cc3cc(C#Cc4ccsc4)ccc3oc2=O)nn1
 : 2	-6	2	-12	0	-22	10	-3	-17	1.2
